High-throughput results deposited in PubChem BioAssay by several laboratories.
SSB-PriA inh: K. pneumoniae PriA-SSBct interaction inhibition | AlphaScreen SSBct-PriA binding, biotinylated peptide | inhibition, % at 33 µM | actives 0.6% (n = 430,000) | AID 1272365; in the data active = inhibition mostly above about 37%, no sharp cut-off; inactive = mostly below about 20%;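 also: plate controls were negative control peptide for no effect and reference peptide for full effect; strong numbers were not always called active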
BoNT-A LC inh2: inhibitors of Botulinum neurotoxin A light chain protease; multiplex microsphere protease substrate cleavage, flow cytometry; inhibition, % at 10 µM; actives 0.17% (n = 360,000); AID 588499; also: plate controls were buffer without enzyme for full effect and enzyme alone for no effect
SARS 3CLpro inh: SARS-CoV 3CLpro protease inhibition | P0C6X7 | recombinant SARS-CoV 3CLpro, quenched FRET peptide cleavage | inhibition, % at 6 µM | actives 0.14% (n = 290,000) | AID 1706; in the data active = inhibition above about 12%
CCHF vOTU inh: blocks the CCHF virus ovarian tumor domain protease; CCHFV vOTU protease, Pep-AMC fluorescence; AID 651958; inhibition, % at 11.5 µM; actives 0.55% (n = 370,000); in the data active = inhibition above about 30%; also: 0% = vehicle wells with enzyme and 100% = no enzyme wells
VHR inh abs: inhibitors of human VHR1 phosphatase (DUSP3) | AID 1654 | P51452 | inhibition, % at 13.3 µM | recombinant VHR phosphatase, pNPP absorbance | actives 0.52% (n = 290,000); in the data active = inhibition above about 50%; also: some compounds called inactive have numbers as strong as hits
Target sequence (P51452 whole entry, looked up): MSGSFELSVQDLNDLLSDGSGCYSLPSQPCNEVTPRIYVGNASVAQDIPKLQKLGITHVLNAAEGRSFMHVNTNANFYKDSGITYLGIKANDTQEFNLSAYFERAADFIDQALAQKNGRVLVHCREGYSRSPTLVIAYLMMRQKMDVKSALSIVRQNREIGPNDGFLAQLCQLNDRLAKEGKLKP
PfHsp40 yeast: compounds rescuing yeast from Plasmodium falciparum HSP40 toxicity; S. cerevisiae expressing PfHsp40, growth rescue, ATP luminescence; growth rescue, % at 12.5 µM; actives 0.68% (n = 340,000); in the data active = growth rescue above about 28%, passing the limit was not always enough; inconclusive = no clear call, values can overlap the other calls;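 also: yeast W303a lacking pdr1 and pdr3 grown in galactose medium; growth measured after three days at 30 °C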
TcdB GH inh: TcdB glycohydrolase inhibition | actives 0.24% (n = 350,000) | P18177 | TcdB glycohydrolase enzymatic assay, plate reader | inhibition, % at 9.99 µM; in the data active = inhibition above about 10%
Y pestis TopoI: blocks Yersinia pestis topoisomerase I activity. Y. pestis Topo-I cleavage product accumulation, plate reader. activity, % at 10 µM. actives 0.064% (n = 360,000); in the data active = activity above about 50%, passing the limit was not always enough; inconclusive = no clear call, values can overlap the other calls; also: inactives centre near 2
Anthrax LF inh2: anthrax lethal factor protease inhibition; P15917; actives 0.12% (n = 360,000); AID 588501; multiplex microsphere protease cleavage assay, LF; inhibition, % at 10 µM; also: plate controls were buffer without enzyme for full effect and enzyme alone for no effect
Target sequence (P15917 whole entry, looked up): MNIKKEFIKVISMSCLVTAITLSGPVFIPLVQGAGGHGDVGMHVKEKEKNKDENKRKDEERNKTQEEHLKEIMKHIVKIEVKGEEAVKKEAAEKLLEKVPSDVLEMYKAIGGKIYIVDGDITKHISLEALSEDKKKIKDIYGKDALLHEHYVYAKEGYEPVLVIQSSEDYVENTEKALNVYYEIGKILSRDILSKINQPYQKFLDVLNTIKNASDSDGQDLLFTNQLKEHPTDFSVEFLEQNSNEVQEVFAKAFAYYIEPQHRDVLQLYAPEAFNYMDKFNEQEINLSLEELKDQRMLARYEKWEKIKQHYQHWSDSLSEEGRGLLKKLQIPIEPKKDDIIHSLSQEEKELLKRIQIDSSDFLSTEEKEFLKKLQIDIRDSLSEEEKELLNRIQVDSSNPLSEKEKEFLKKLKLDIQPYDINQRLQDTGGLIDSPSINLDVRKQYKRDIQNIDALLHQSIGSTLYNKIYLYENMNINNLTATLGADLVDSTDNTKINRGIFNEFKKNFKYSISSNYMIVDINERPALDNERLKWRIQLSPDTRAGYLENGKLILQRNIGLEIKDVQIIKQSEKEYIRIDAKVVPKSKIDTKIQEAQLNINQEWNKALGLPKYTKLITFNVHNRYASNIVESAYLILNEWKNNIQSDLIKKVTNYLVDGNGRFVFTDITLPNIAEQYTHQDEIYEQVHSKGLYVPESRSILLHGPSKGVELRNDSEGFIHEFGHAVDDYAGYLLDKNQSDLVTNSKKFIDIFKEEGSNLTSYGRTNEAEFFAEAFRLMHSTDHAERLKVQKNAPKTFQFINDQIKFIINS
BH1578 lux ind: inducers of Vibrio cholerae quorum light production without autoinducers; V. cholerae BH1578 lux reporter, luminescence, 6 h; activation, % at 18.7 µM; actives 0.16% (n = 350,000); in the data active = activation mostly above about 9.7%, no sharp cut-off; inconclusive = no clear call, values can overlap the other calls; inactive = mostly below about 3.7%; also: not every result past the cut was called active; inactives centre near 0; reference of the scale not given here
* = called active by the depositor; i = inactive; ? = inconclusive; . = not tested or not shown; & = joins results of further samples. Rule as the data show it, unless noted: active = inhibition above about 30%; inconclusive = no clear call, values can overlap the other calls; inactive = below that. Not all compounds are listed; rates above refer to the full screens.

A first look:
SMILES	SSB-PriA inh	BoNT-A LC inh2	SARS 3CLpro inh	CCHF vOTU inh	VHR inh abs	PfHsp40 yeast	TcdB GH inh	Y pestis TopoI	Anthrax LF inh2	BH1578 lux ind
O=C(CSc1nnc(Nc2ccccc2)s1)Nc1ccc(S(=O)(=O)N2CCOCC2)cc1	3	0.6	5	9	19	-0.8	.	9	-2	-0.6
O=C(O)c1cccc(Nc2nc3ccccc3nc2NS(=O)(=O)c2ccccc2)c1	-11	-1.0	.	0	.	-1.0	-2.6	-1	-2	-5.6
CC1(C)CC(=O)C2=C(C1)N(c1ccc(F)cc1)C(=O)C2(NC(=O)c1ccccc1F)C(F)(F)F (stereo unspecified)	-8	-1.4	-1	-7	8	0.3	2.4	-4	-5	i

The list itself, repeating the preview:
SMILES	SSB-PriA inh	BoNT-A LC inh2	SARS 3CLpro inh	CCHF vOTU inh	VHR inh abs	PfHsp40 yeast	TcdB GH inh	Y pestis TopoI	Anthrax LF inh2	BH1578 lux ind
O=C(CSc1nnc(Nc2ccccc2)s1)Nc1ccc(S(=O)(=O)N2CCOCC2)cc1	3	0.6	5	9	19	-0.8	.	9	-2	-0.6
O=C(O)c1cccc(Nc2nc3ccccc3nc2NS(=O)(=O)c2ccccc2)c1	-11	-1.0	.	0	.	-1.0	-2.6	-1	-2	-5.6
CC1(C)CC(=O)C2=C(C1)N(c1ccc(F)cc1)C(=O)C2(NC(=O)c1ccccc1F)C(F)(F)F (stereo unspecified)	-8	-1.4	-1	-7	8	0.3	2.4	-4	-5	i
Nc1ccc(Cl)c(S(=O)(=O)Nc2ccc(Cl)cc2)c1	-4	-0.6	1	20	9	0.0	2.9	-3	-9	i
CCCCc1ccc(NC(=S)NCc2ccc(OC)cc2)cc1	-7	0.0	-1	4	17	5.0	0.2	14	-2	-0.3
Cc1cc(=O)oc2cc(OCC(=O)N3c4ccccc4CC3C)ccc12 (stereo unspecified)	-12	0.6	2	0	19	0.8	0.9	5	-2	.
COc1ccc(COCC(O)CN2CCC(C(N)=O)CC2)cc1OC (stereo unspecified)	-1	-0.3	-5	8	12	1.4	0.0	-6	0	-0.3
Cc1ccc(CN2C(=O)CCSc3ccc(Cl)cc32)cc1	-14	0.3	5	16	-8	-1.1	.	-5	0	-5.6
O=C(COC(=O)C12CC3CC(CC(C3)C1)C2)Nc1nc2c(F)c(F)c(F)cc2s1	1	0.6	3	-10	-10	2.2	-0.5	-6	1	0.8
COc1cccc(C2=NC(C)(C)NC(c3ccccc3O)C2)c1 (stereo unspecified)	-3	1.2	-6	8	19	0.9	.	-16	1	2.7
O=C(CC1Sc2ccccc2NC1=O)NCc1ccccc1 (stereo unspecified)	-11	-0.4	-4	-1	33	0.5	1.9	-2	-4	0.0
Clc1ccc(SCCCCn2cncn2)cc1	-6	-0.6	-2	4	14	2.4	.	6	2	i
FC(F)(F)c1cccc(N2CCN(CC3CC4C=CC3C4)CC2)c1 (stereo unspecified)	-16	-0.9	-3	-6	-7	-0.6	.	12	-8	i
CC(=O)N(Cc1cc2cc(C)c(C)cc2n2nnnc12)CC1COCCO1 (stereo unspecified)	-13	1.5	-7	5	13	-1.0	.	-9	-1	-0.7
COc1ccccc1NC(=O)CSc1nnc(C)o1	-7	-1.1	-3	3	14	-0.2	.	2	1	i
O=C(O)c1ccc(/C=C/C(=O)c2ccc3c(c2)OCCCO3)cc1	-4	1.8	3	-6	-52	-0.9	-0.4	1	-1	0.6
CCC(C)c1ccc(S(=O)(=O)Nc2cccnc2)cc1 (stereo unspecified)	-4	-7.1	-4	-13	24	-0.4	9.7	5	-2	i
COc1ccc(NC(=O)CN2CCN(c3nc(-c4ccc(F)cc4)cs3)CC2)c(OC)c1	6	-0.2	-4	3	24	1.1	1.0	54*	-3	-0.2
COc1ccccc1N(C)S(=O)(=O)c1ccc(C(=O)NNC(=O)c2ccccc2O)cc1	6	-3.0	.	30*	.	.	1.4	-9	-3	i
COc1ccc(NC(=O)c2ccccc2N2C(=O)C3C4C=CC(C5CC45)C3C2=O)c(OC)c1 (stereo unspecified)	11	-1.3	7	5	2	-1.8	1.4	-1	-1	-3.4
O=C(CSc1ncnc2nc[nH]c12)N1CCOCC1	-2	-2.9	-1	-11	-14	14	.	2	-2	i
CCCCOC(=O)C1=C(C)Nc2ncnn2C1c1ccc(OC)c(OC)c1 (stereo unspecified)	-14	?	0	-9	22	-0.1	.	3	-1	1.4
Oc1ccc2c(c1)oc1cc(O)ccc12	1	-1.1	3	-1	5	-1.1	.	-18	-2	i
Cc1ccc(C(=O)N2CCC(C(=O)c3c(C)cc(C)cc3C)CC2)cc1	-11	3.7	7	6	7	0.8	-0.4	0	-5	i
C/C(=C\C(=O)c1ccc(Br)cc1)NNC(=O)c1ccc(O)cc1	.	-0.4	-9	7	5	9.3	-0.5	2	4	-1.0
SMILES	SSB-PriA inh	BoNT-A LC inh2	SARS 3CLpro inh	CCHF vOTU inh	VHR inh abs	PfHsp40 yeast	TcdB GH inh	Y pestis TopoI	Anthrax LF inh2	BH1578 lux ind
Cc1cc(C)c(C(=O)OCCNC(=O)c2cccnc2)cc1C	2	1.0	3	-8	10	-1.0	.	17	-3	i
CCCCN1C[C@H](Cc2ccccc2)[C@@H](CC(=O)Nc2ccccc2)C1=O	-22	-0.2	-3	10	32	2.3	1.7	?	-4	-1.0
CCOC(=O)C1=C(N)n2c(s/c(=C\c3cccnc3)c2=O)=C(C#N)C1c1cccnc1 (stereo unspecified)	.	-1.3	.	-4	.	0.3	0.9	6	-4	-0.1
COC(=O)C1=C(N)Oc2c(c(=O)oc3ccccc23)C1c1cccnc1 (stereo unspecified)	-11	0.8	7	-2	19	-1.0	.	-8	-2	i
COCCCN1C(=O)C(CC(=O)NC2CC2)CC(C(=O)N2CCOCC2)=C1C (stereo unspecified)	.	-0.5	.	11	.	.	-1.3	.	-10	.
N=c1c(C(=O)NCCc2ccccc2)cc2c(=O)n3ccccc3nc2n1CC1CCCO1 (stereo unspecified)	-2	0.8	-1	-382	21	-0.9	-0.7	-1	4	0.1
CN(C)c1ccc(NC(=O)CSCc2nc3c(nnn3Cc3ccc(F)cc3)c(=O)[nH]2)cc1	-1	-2.5	3	.	-13	0.4	.	8	-7	2.9
COc1ccc(N(C)S(=O)(=O)c2cccc(C(=O)NC3CCCC3)c2)cc1	-3	0.0	2	15	16	2.0	1.8	10	0	-2.1
O=C(CSc1nnc(-c2ccccc2F)n1C1CC1)Nc1ccc2[nH]c(=O)[nH]c2c1	1	-0.2	-2	-4	12	0.6	1.1	7	-2	i
COCCNC(=O)C1(C)CCCN(Cc2ccc(Cl)c(Cl)c2)C1 (stereo unspecified)	.	0.8	.	.	.	.	.	25	-10	-0.8
CC(C)NC(=O)COc1coc(CN2CCN(c3cccc(Cl)c3)CC2)cc1=O	2&6	-2.6	-4	-6	28	0.1	-1.3	6	-2	i
COC(=O)Cn1ccc(-c2ccc(Cl)cc2)c(C#N)c1=O	-10	-1.7	5	10	-7	-0.9	-0.3	6	0	i
Cc1cc(NC(=O)C2CC2)ccc1NC(=O)c1cccs1	-16	2.4	0	8	24	-0.8	0.7	1	9	-0.4
O=C1CCC(/C=C/c2ccccc2)=NN1Cc1ccccc1	-12	-0.3	4	8	26	-0.5	2.1	14	-2	i
COc1cccc(CN2CCN(C(=O)c3cccc4ccccc34)CC2)c1OC	-3	-1.7	4	6	18	-0.1	0.4	1	-2	1.0
CS(=O)(=O)NN1C(=O)c2ccccc2NC1c1ccccc1O (stereo unspecified)	-8	0.8	1	-24	37	-1.1	-1.3	-12	-5	i
CCN1CCN(CC(=O)NC2CCCCC2)C(=O)C1=O	-9	-0.5	0	20	42	0.7	-10	5	-1	-0.1
CCOC(=O)C1=C(N)n2c(s/c(=C\c3ccco3)c2=O)=C(C(=O)OC(C)C)C1c1ccco1 (stereo unspecified)	.	-0.5	-3	15	4	-0.3	.	4	-8	.
O=C(COc1ccc(-n2ccnc2)cc1)Nc1cccc(Cl)c1	5	1.7	0	-8	26	0.4	-0.1	1	-7	-1.6
CCOc1ccc(C(=O)NCc2ccco2)cc1	-10	0.0	-2	-2	-4	-2.5	.	-5	-2	-0.4
N#Cc1nc(Cc2ccccc2)oc1N1CCCC1	-2	3.2	0	-3	9	2.5	1.2	7	1	-1.6
COc1cccc(CNC(=O)c2cc(COc3c(F)cccc3F)on2)c1	-22	0.4	3	-6	-1	2.7	1.3	7	0	-0.2
CC(=O)c1cc(C#N)c(SCc2ccccc2)nc1C	-24	-0.6	2	18	8	1.6	.	28	4	-0.8
O=C(CN1CCN(S(=O)(=O)N2CCCCCC2)CC1)Nc1cc(Cl)ccc1Cl	-15&-3&0	1.7	4	-12	6	1.5	-2.2	12	17	-3.1
COc1ccc(CNS(=O)(=O)c2ccc(-n3cnnn3)c(OC)c2)cc1	-6	-4.6	-1	-2	12	-1.2	1.5	3	2	-0.5
SMILES	SSB-PriA inh	BoNT-A LC inh2	SARS 3CLpro inh	CCHF vOTU inh	VHR inh abs	PfHsp40 yeast	TcdB GH inh	Y pestis TopoI	Anthrax LF inh2	BH1578 lux ind
CCC(=O)NNC(=O)Cc1c(C)n(C(=O)c2ccc(Cl)cc2)c2ccc(OC)cc12	3	-1.5	2	25	4	-0.1	-9.4	10	-6	i
CN(C)c1ncnc2c1ncn2C1CCCO1 (stereo unspecified)	-2	0.1	.	-7	.	-0.9	-1.4	5	3	-3.4
COc1ccccc1NC(=O)c1cc(Br)ccc1Cl	-35	1.2	1	1	21	-0.3	1.7	-6	-8	-0.2
COc1ccccc1C(=O)NCc1ccco1	-4	1.3	6	-12	12	-1.0	-1.5	12	-9	-4.7
CCOC(=O)N1CCC(NS(=O)(=O)c2cc3c(cc2Br)CCN3C(=O)CC)CC1	-10	0.2	.	9	.	-0.5	0.9	12	2	-1.9
CCCCN(CCCC)Cc1ccc(C(=O)NNC(=O)Nc2ccc(F)cc2)o1	0	-0.2	0	2	-11	-0.2	0.4	12	2	i
CN(CC(=O)Nc1ccccc1Br)C(=O)CNC(=O)c1ccc2c(c1)OCO2	-3	2.5	.	1	.	-0.6	-8.2	-9	0	-1.4
Cc1ccc(NC(=O)c2cccc(S(=O)(=O)N(C)c3ccccc3)c2)cc1S(=O)(=O)N1CCOCC1	8	0.0	3	-14	0	1.9	.	15	2	-0.1
Cc1ccc(C(=O)Nc2ccccc2C(=O)N2CCCCC2C)cc1 (stereo unspecified)	-9	0.0	1	-7	42	-0.8	0.3	-3	10	i
NS(=O)(=O)c1ccc(Sc2ccc3ccccc3c2)nc1	-3	-3.2	6	-1	-8	0.9	-0.2	8	-11	-0.6
O=C(NC[C@@H]1CCCO1)c1cccc2c1C(=O)c1ccc(N3CCOCC3)cc1S2(=O)=O	-14	-0.2	.	16	.	-2.3	1.2	1	-2	i
COc1ccc(-c2csc(N(CCCN(C)C)C(=O)c3ccccc3C)n2)cc1	17	0.7	-2	1	-3	0.2	1.7	-4	20	-0.6
CCCCOc1ccc(S(=O)(=O)NC(=O)C2(C)CCN2C(=O)c2cccc(F)c2)cc1 (stereo unspecified)	.	-0.4	.	12	.	.	0.5	8	-3	i
CC(Oc1ccccc1)C(=O)Nc1nnc(S(=O)(=O)N(C)c2ccccc2)s1 (stereo unspecified)	-4	-1.2	3	-8	-14	0.3	-1.0	7	-2	-2.0
COc1cc(-c2cc(C(=O)O)c3cc4c(cc3n2)OCCO4)cc(OC)c1OC	0	-0.1	1	4	40	-1.2	1.8	-3	-3	i
